KDM5B inhibitor = KDM5B demethylase inhibition; KDM5B demethylase, FDH-coupled NADH fluorescence (FDH is formaldehyde dehydrogenase); actives 2.6% (n = 220,000); Potency, µM (titrated, usually from 57.7 µM), for inactives: at the top dose activity change, negative = inhibition, hits mostly inhibitors; AID 1347165; active means well fitted inhibition curve with a large enough effect; inconclusive means small, poorly fitted or top-dose-only effect; inactive means no such curve, though single readings can be large or run the other way; further: 0% is about no effect; nearly all actives have a fitted effect of over 70% in size
Target sequence (Q9UGL1 whole entry, looked up): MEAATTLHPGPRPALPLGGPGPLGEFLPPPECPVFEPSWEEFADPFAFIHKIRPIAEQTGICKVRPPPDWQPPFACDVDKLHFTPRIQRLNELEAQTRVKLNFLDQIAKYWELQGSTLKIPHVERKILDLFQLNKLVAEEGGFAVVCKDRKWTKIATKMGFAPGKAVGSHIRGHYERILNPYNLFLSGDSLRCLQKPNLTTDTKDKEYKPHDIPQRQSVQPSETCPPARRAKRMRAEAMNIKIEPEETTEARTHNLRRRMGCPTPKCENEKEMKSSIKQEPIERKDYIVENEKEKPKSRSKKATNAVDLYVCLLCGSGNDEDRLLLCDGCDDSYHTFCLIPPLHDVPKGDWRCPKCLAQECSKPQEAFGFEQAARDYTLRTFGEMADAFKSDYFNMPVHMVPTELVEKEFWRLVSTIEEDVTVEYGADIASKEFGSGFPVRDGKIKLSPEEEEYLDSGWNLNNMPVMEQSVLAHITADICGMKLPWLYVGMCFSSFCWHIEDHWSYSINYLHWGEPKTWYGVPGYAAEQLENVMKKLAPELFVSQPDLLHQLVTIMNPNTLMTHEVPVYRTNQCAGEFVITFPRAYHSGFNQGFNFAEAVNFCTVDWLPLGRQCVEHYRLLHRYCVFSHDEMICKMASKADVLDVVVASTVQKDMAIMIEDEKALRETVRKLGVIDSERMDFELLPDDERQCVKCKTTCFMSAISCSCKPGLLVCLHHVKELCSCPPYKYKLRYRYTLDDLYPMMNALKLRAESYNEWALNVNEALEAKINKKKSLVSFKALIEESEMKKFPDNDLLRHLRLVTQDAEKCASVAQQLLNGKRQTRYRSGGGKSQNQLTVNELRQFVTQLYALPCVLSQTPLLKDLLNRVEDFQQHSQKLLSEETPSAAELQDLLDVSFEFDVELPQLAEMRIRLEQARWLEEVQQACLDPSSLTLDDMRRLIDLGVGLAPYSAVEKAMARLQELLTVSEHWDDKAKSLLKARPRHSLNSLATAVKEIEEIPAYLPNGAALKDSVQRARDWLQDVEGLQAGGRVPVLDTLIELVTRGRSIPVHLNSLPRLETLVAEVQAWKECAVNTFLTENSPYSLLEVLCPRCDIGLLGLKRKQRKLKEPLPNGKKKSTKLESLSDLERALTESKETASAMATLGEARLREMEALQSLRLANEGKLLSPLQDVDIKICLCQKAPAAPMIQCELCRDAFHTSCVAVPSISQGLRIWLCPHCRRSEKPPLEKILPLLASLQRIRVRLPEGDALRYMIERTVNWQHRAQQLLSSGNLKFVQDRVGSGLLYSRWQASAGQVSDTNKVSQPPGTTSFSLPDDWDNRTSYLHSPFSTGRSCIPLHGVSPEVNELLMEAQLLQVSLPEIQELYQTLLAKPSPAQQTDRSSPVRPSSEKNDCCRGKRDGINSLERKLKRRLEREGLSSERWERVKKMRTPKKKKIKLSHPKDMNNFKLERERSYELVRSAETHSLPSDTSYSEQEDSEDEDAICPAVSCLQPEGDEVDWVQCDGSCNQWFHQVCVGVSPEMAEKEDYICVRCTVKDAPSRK
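Compound dilutions met 200 nM (final) KDM5BΔAP for 10 min at room temperature before substrate addition. The substrate mix held 12.5 µM H3K4me3 with cofactors 25 µM α-ketoglutarate and 50 µM Fe²⁺. NADH signal gain over 30 min defined activity.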
* = called active by the depositor; ? = inconclusive; [ ] = dose if it differs, or a comment. Potency means the concentration at half of the fitted maximal effect. Some of the compounds tested; the hit share may differ from the screen's.

KDM5B inhibitor	SMILES
-2%	COc1ccccc1/C=N/NC(=O)c1c(-c2ccccc2)noc1C
0%	CC(C)NC(=O)N1C[C@@H]2CCCN3CCC[C@@H]([C@H]23)[C@H]1CCCC(=O)Nc1ccccc1
-18%	CCOc1ccc(C(=O)N(Cc2cc(OC)c(OC)c(OC)c2)c2ccccn2)cc1
?	CCOC(=O)c1c(C)n(-c2ccc(OC)cc2)c2ccc(OC(=O)COc3ccccc3)cc12
-5%	CC(=O)c1cc(-c2ccc(F)cc2)n(CC(=O)NC(C)c2ccccc2)c1C (stereo not drawn)
2%[86.2 µM]	CC1=C[C@@H](CNCc2ccccn2)[C@H](C(C)C)C[C@H]1Cc1nnc(-c2ccccc2)o1
-15%	O=C(c1cn(CCOc2ccc(F)cc2)c2ccccc12)C1CC1
19%	Cc1c(Cl)cccc1NC(=O)COC(=O)c1nn(C)c(=O)c2ccccc12

New compounds follow.
KDM5B inhibitor	SMILES
?	CCNc1oc(/C=C/c2ccc(OC)c(OC)c2)nc1C#N
-6%	Cc1nc(S(=O)(=O)N2CCN(c3cccc(Cl)c3)CC2)cn1C
?	O[C@@H]1C[C@@H](c2nc(C3CC3)no2)N(Cc2ccc(OC(F)(F)F)cc2)C1
?	Cc1ccc(S(=O)(=O)c2cn(Cc3cccc(C)c3)c3cc4c(cc3c2=O)OCO4)cc1
?	Cc1ccc(-c2nc3ccccn3c2Nc2ccc3c(c2)OCO3)o1
-13%	Cc1c(NC(=O)C(C)C)cccc1-c1nc2cc(Cl)ccc2o1
14%	CCCCCCn1nc(C(=O)Nc2ccc(OC)c(OC)c2)c2ccccc2c1=O
-2%	COc1cc(Cl)c(NS(=O)(=O)c2ccc3[nH]c(=O)ccc3c2)c(OC)c1

Remaining list, next part:
KDM5B inhibitor	SMILES
-68%	COc1ccc(CCNC(=O)c2ccc3c(c2)N(Cc2cc(C)ccc2C)C(=O)c2ccccc2S3=O)cc1OC (stereo not drawn)
6%	COCCN1C(=O)CS(=O)C12CCN(S(=O)(=O)c1c(C)noc1C)CC2 (stereo not drawn)
4%	Cc1cc2ccccc2n1CC(=O)N1CCC(C(N)=O)CC1
2%	O=C(Cn1cnc2ccc(Cl)cc2c1=O)N(C1CC1)C1CCS(=O)(=O)C1 (stereo not drawn)
-2%	COc1ccc(C(=O)c2cn(Cc3ccccc3F)c3cc4c(cc3c2=O)OCCO4)cc1OC
?	Cc1ccc2c(c1)C(c1ccccc1)N(C(=O)c1ccccc1F)CC(=O)N2 (stereo not drawn)
-7%	Cc1oc(-c2ccccc2)nc1CC(=O)Nc1cc(F)ccc1F
-10%	Cc1ccc(C)c2[nH]c(=O)c(CN(CC3CCCO3)C(=S)NCc3ccco3)cc12 (stereo not drawn)

Additional entries
KDM5B inhibitor	SMILES
-18%	Cc1ccc(NC(=O)N2CCC(CCNC(=O)c3cccc(F)c3)CC2)cc1
23%	COc1ccc(C(NC(=O)Cc2n[nH]c(=O)c3ccccc23)c2ccccc2)cc1 (stereo not drawn)
29%	c1ccc(Cn2c[n+](Cc3ccccc3)cn2)cc1
29%	Cc1cccc(S(=O)(=O)N2CCC(n3cnnc3C3CC3)CC2)c1
?	Cn1c(CO[C@H]2CN(Cc3ccc(S(C)(=O)=O)cc3)C[C@H]2F)nc2ccccc21
35µM*	COCc1ccc2c(c1)c(OC(C)(C)C(=O)N1CC(O)C1)nn2CCC(C)C
-16%	CCOc1ccc(S(=O)(=O)[C@H]2CS(=O)(=O)C[C@@H]2N2CCN(c3ccc(F)cc3)CC2)cc1
23%	COc1ccc(OCCCC(=O)Nc2nccs2)cc1

(more compounds)
KDM5B inhibitor	SMILES
?	CN(/C=C/C(=O)C(F)(F)F)c1ccccc1C(=O)O
1%	O=S(=O)(c1ccc2ccccc2c1)N1CCN(CCO)CC1
25µM*	Cc1nn(C)c(C)c1-c1ccnc(NCC2CC(=O)N(C3CCCC3)C2)n1 (stereo not drawn)
?	Cc1ccccc1Cn1c(CN2CCC(C(=O)NCCN(C)C)CC2)cc2ccccc21
-24%	Cc1cc(C)cc(NS(=O)(=O)c2ccc3c(c2)NC(=O)C(C)S3)c1 (stereo not drawn)
-6%	Cc1cc(=O)n(Cc2c(F)cccc2Cl)c2c1c(C)nn2C
?	CCOc1ccccc1CNC(=O)c1ccc(-n2c(C)cc3c2CCC(C)C3)cc1 (stereo not drawn)
16%	COc1cccc2c1ccn2CC(=O)NCC1CCC(C(=O)O)CC1 (stereo not drawn)

Four entries out of the list, arranged by count of non-hydrogen atoms, largest number first:
KDM5B inhibitor	SMILES
?	CCOc1ccccc1CNC(=O)c1ccc(-n2c(C)cc3c2CCC(C)C3)cc1 (stereo not drawn)
25µM*	Cc1nn(C)c(C)c1-c1ccnc(NCC2CC(=O)N(C3CCCC3)C2)n1 (stereo not drawn)
-6%	Cc1cc(=O)n(Cc2c(F)cccc2Cl)c2c1c(C)nn2C
?	CN(/C=C/C(=O)C(F)(F)F)c1ccccc1C(=O)O

(list continues)
KDM5B inhibitor	SMILES
?	CCOc1cccc(CN(C)Cc2cn[nH]c2-c2ccc(F)cc2)c1O
-4%	CC1(CCl)N([O-])C2=C(CCCC2)[N+]1=O (stereo not drawn)
-2%	CN(Cc1cccc(F)c1)C(=O)NC1CCCC(C(F)(F)F)C1 (stereo not drawn)
5%	Cc1ccc(-n2nnc(C(=O)NC(C)C)c2N)cc1
-17%	N#Cc1ccc(NC(=O)NCCNc2ccccn2)cc1
-10%	CC(=O)N1CCN([C@H]2[C@@H]3OC[C@@H](O3)[C@@H](NC(=O)Nc3cccc(C(F)(F)F)c3)[C@@H]2O)CC1
-11%	CC(C)Oc1ccc(C(=O)Nc2nonc2-c2ccc(OC(C)C)cc2)cc1
11%	COc1ccccc1OC(=O)COc1ccc(C)cc1Br

(more compounds)
KDM5B inhibitor	SMILES
?	COc1ccc2nc(N(Cc3cccnc3)C(=O)c3ccc(Cl)cc3)sc2c1
-12%	Cc1cccc(Nc2nn3c(=O)c4cc5c(cc4nc3s2)OCO5)c1
-16%	O=C(c1ccco1)N1CCN(C(=O)C2CN(S(=O)(=O)C3CC3)CC23CCCCC3)CC1 (stereo not drawn)
16%	Cc1nn(C)c(C)c1CNC(=O)C1CCc2sc(C(=O)N3CCOCC3)cc2C1 (stereo not drawn)
15%[149 µM]	Cc1cc(C(=O)NCC(F)(F)F)c2c(C3CCNCC3)noc2n1
31%	CCc1cccc(NC(=O)C2CCN(C(=O)c3ncn4c3COC(c3ccccc3)C4)CC2)c1 (stereo not drawn)
?	Nc1nn(-c2ccccc2)nc1C(=O)OCc1ccc(Cl)cc1
?	CCc1ccc(NC(=O)c2cnn(-c3ccccc3)c2-n2cccc2)cc1

Brought forward from above: 2 compounds; new compounds follow.
KDM5B inhibitor	SMILES
?	Nc1nn(-c2ccccc2)nc1C(=O)OCc1ccc(Cl)cc1
?	CCc1ccc(NC(=O)c2cnn(-c3ccccc3)c2-n2cccc2)cc1
?	COc1ccc(C(=O)Nc2nc3cc4c(cc3s2)OCCO4)c(OC)c1
-13%	CC1(C(=O)OCC(=O)NCCNC(=O)COC(=O)C2(C)CC2(Cl)Cl)CC1(Cl)Cl (stereo not drawn)
10%	CCN(CC)S(=O)(=O)c1ccc(NC(=O)CN(c2ccc(F)c(Cl)c2)S(C)(=O)=O)cc1
1%	CCOc1ccc(OCC)c(NC(=O)CC(C)n2nc(C)cc2C)c1 (stereo not drawn)
23%	CCCNC(=O)CCc1ccc2c(c1)CN(C(=O)C1CC1)CCO2
?	CC(/C=C/c1ccc2c(c1)OCO2)=N\NC(=O)C(O)c1ccccc1 (stereo not drawn)
-45%	Cc1ccccc1-c1noc(CSc2nc(-c3ccc(F)cc3)cc(=O)[nH]2)n1
5%	CC1=C(C(=O)Nc2ccccn2)C(c2ccccc2)n2ncnc2N1 (stereo not drawn)

Next entries.
KDM5B inhibitor	SMILES
-17%	O=C(N1CCCC1c1nc(CCOc2ccc(F)cc2)no1)C1(c2ccccc2)CC1 (stereo not drawn)
14%	Cc1cc(C)cc(NC(=O)NCC2CCN(Cc3cc(C)ccc3C)CC2)c1
-24%	CCOC(=O)c1ccc(NS(=O)(=O)c2ccc3c(c2)CCN3C(=O)CC)cc1
-3%	O=C(COc1ccccc1)Nc1ccc2nc(SCCOc3ccccc3)sc2c1
?	Cc1cc(C)c(CNC(=O)c2cc(-c3cccnc3)cc3c2OCCN3C)c(=O)[nH]1
?	CCS(=O)(=O)NCc1nc(-c2ccc(C)cc2)c(-c2ccccn2)[nH]1
-23%[287 µM]	O=Cc1ccccc1-c1ccc(OC(F)(F)F)cc1
-19%[86.2 µM]	O=C1CO[C@H]2CN(Cc3ccc4c(c3)OCO4)C[C@H]2N1Cc1ccc(F)cc1

Further structures
KDM5B inhibitor	SMILES
?	CC1=C(C(=O)NCc2cccc(F)c2)C2(CCCCCC2)OC1=O
10%	CN(Cc1ccc2nsnc2c1)C(=O)c1ccc(N2CCCC2=O)cc1
-20%	O=C(O)c1ccc(/C=N/N2CCN(C3c4ccccc4-c4ccccc43)CC2)cc1
?	CC(C)(C)c1ccc(OCC(=O)OCC(=O)Nc2sccc2C(N)=O)cc1
14%	Cc1ccc(C(=O)Nc2cc(-c3nc4ccccc4s3)ccc2C)c(C)c1
?	Cc1cc(C)n2cnnc2n1
-14%	Cc1ccc(CNC(=O)C2(C)CCCCC(=O)N2)cc1 (stereo not drawn)
?	COc1cccc(NC(=O)c2cnc3c(c2)N(C(=O)Cc2cn(C)c4ccccc24)CCC3)c1

Further structures.
KDM5B inhibitor	SMILES
13%	O=C(COc1ncnc2ccccc12)Nc1ccc(Oc2ccccc2)cc1
-6%	Cc1ccc(NC(=O)CN2C(=O)c3ccccc3Sc3ccc(C(=O)N4CCCC4)cc32)cc1
?	CCc1ccc(CNC(=O)c2ccc(NC(=O)N3CCSc4ncccc43)cc2)cc1
-17%	COc1ccc(S(=O)(=O)NCC(c2ccco2)N2CCOCC2)cc1C (stereo not drawn)
0%[86.2 µM]	CC(=O)Nc1ccc(CN[C@@H]2CO[C@H](CNC(=O)c3cccs3)[C@H]2O)cc1
-8%	CN(C)c1cc(N2CCCC(NC(=O)CCc3ccccc3)C2)ncn1 (stereo not drawn)
21%	COc1ccc(C)cc1N1CC(C(=O)Nc2ncn[nH]2)CC1=O (stereo not drawn)
-10%	COC(=O)c1ccc(Cn2c(=O)cc(C)c3c(C)nn(C)c32)cc1

The results go on.
KDM5B inhibitor	SMILES
21%	O=C(Cn1ncc2ccccc2c1=O)NCCc1ccccc1
-20%	O=C(c1ccc2n[nH]nc2c1)N1C[C@H](CO)C[C@H](CN2CCOCC2)C1
3%[115 µM]	COc1cccc(N2C(=O)NC(=NC3CCCC3)C23CCN(C(=O)c2ccccc2)C3)c1 (stereo not drawn)
6%	COCCCNC(=O)c1c(NC(=O)c2cc(=O)c3cc(C)c(C)cc3o2)sc2c1CCCC2
5%	O=C(OCc1nc2ccccc2o1)c1ccc(CO)cc1
-9%	CCOc1ccc(N2CC(c3nc4ccccc4n3CCCOc3ccccc3OC)CC2=O)cc1 (stereo not drawn)
-18%	O=C(CC(F)(F)F)N1CCC(N2C(=O)C3(CCCC3)C2c2ccccc2)CC1 (stereo not drawn)
-6%	Cc1cccc(CCNC(=O)c2ccc3c(c2)nc2n3CCC(C)C2)c1 (stereo not drawn)

More structures follow.
KDM5B inhibitor	SMILES
10%	Cn1c(=O)[nH]c(=O)c2[nH]c(CN3CCN(c4ccccc4F)CC3)nc21
6%	COC(=O)c1ccccc1NC(=O)CSc1nc2ccsc2c(=O)n1CCC(C)C
14%	CC1Cc2nc(SCC(=O)N3CCCCC3)n(-c3ccccc3)c(=O)c2S1 (stereo not drawn)
15%	CCCCCn1nc(C(=O)Nc2cc(F)ccc2C)c2ccccc2c1=O
35µM*	O=c1cc(-c2ccncc2)oc2c(-c3ccc(CO)cc3)nccc12
17%	Cc1ccc(Sc2c([N+](=O)[O-])c(C)nn2C)cc1
20%	O=C(OCc1ccccc1)c1cnc2ccccc2n1
-15%	COc1cc(CN2CCC3(CC2)CC(O)CCO3)cc(OC)c1 (stereo not drawn)

Continuation.
KDM5B inhibitor	SMILES
-11%	O=C(Cc1c[nH]c2ccccc12)NCc1cccs1
4%	Cc1ccc(-c2nnc(C3CN(C(=O)c4sccc4C)CC34CCOCC4)o2)cc1 (stereo not drawn)
-20%[86.2 µM]	COCCN1C(=O)[C@@H]2C[C@@H](CN2C(=O)Cc2ccccc2)Oc2ccccc21
-15%	Cc1ccc2nc(NC(=O)CSc3ncc(C(=O)Nc4ccc(F)cc4)c(=O)n3C)sc2c1
5%	O=C(CCCn1cncn1)NC1CC(c2cc(=O)[nH]c(C3CC3)n2)C1 (stereo not drawn)
2%	O=C(COC(=O)c1cc(=O)c2ccccc2o1)Nc1ccc2ccccc2c1
-18%	COc1ccc(-c2[nH]c3ccccc3c2SCCNC(=O)c2ccc(S(=O)(=O)N(C)C)cc2)cc1
?	CCc1nc2nc(C)cc(Nc3cc(Cl)ccc3OC)n2n1
?	O=S(=O)(NN1CCOCC1)c1ccc(Br)cc1
12%	Cc1ccc(C(=O)C(C#N)C(=O)Nc2ccccc2C)cc1C (stereo not drawn)
?	CN1c2cc(C(=O)N3CCN(c4ccccn4)CC3)ccc2C(=O)N2CCCCC21 (stereo not drawn)

Records listed so far marked active in KDM5B inhibitor.
KDM5B inhibitor	SMILES
35µM*	COCc1ccc2c(c1)c(OC(C)(C)C(=O)N1CC(O)C1)nn2CCC(C)C
25µM*	Cc1nn(C)c(C)c1-c1ccnc(NCC2CC(=O)N(C3CCCC3)C2)n1 (stereo not drawn)
35µM*	O=c1cc(-c2ccncc2)oc2c(-c3ccc(CO)cc3)nccc12
